Compound activity: PubChem, several laboratories
Tb hexokinase: blocks Trypanosoma brucei hexokinase 1 activity. inhibition, % at 10 µM. recombinant TbHK1, G6PDH-coupled NADH A340. hit rate 0.11% among 220,000. AID 1430;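 active = inhibition of 50% or more in the single-dose primary screen; inactive = inhibition below 50%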
RBBP9 inhibitor: inhibitors of human serine hydrolase RBBP9; O75884; recombinant RBBP9, FP-Rh probe fluorescence polarization; inhibition, % at 7.94 µM; hit rate 0.2% among 220,000; AID 1515;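 active = inhibition above the campaign mean of all tested compounds plus 3 SD, cut at about 14% in these data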;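 note: plate controls were DMSO wells with RBBP9 for no effect and wells lacking RBBP9 protein for full effect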
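Assay system: recombinant human RBBP9; Reagent: Serine-hydrolase probe FP-Rh, 375 nM pre-mixing; Doses: 7.94 µM single dose, 0.794% DMSO; Incubation: 30 min then 45 min, 25 °C; Detection: fluorescence polarization (mP), excitation 525 nm, emission 598 nm; Evaluation: percent inhibition from mP, scaled between DMSO and no-protein wells.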
p97 inhibitor: inhibitors of human p97 ATPase; P55072; recombinant p97 ATPase, Kinase-Glo ATP luminescence, 3 h; inhibition, % at 8 µM; hit rate 0.42% among 220,000; in the data active = inhibition above about 15%;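 note: 0% = DMSO vehicle and 100% = wells lacking enzyme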
BaF3 tox: reduces parental Ba/F3 cell viability, JAK2V617F counter-screen. inhibition, % at 5.6 µM. hit rate 1.1% among 220,000. AID 1486. CellTiter-Glo ATP luminescence;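 active = inhibition above a per-campaign cutoff, the mean inhibition of all tested compounds plus 3 SD, cut at about 27% in these data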;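 note: 0% = DMSO wells and 100% = JAK Inhibitor I control wells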
Ba/F3 V617F tox: loss of viability in JAK2V617F-driven Ba/F3 cells | hit rate 1.1% among 220,000 | inhibition, % at 5.6 µM | Ba/F3 EpoR-JAK2V617F viability, ATP luminescence;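 active = inhibition above the campaign mean plus 3 SD over all tested compounds, cut at about 24% in these data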;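 note: cytokine-independent growth of Ba/F3 cells driven by EpoR plus mutant JAK2; 0% = DMSO-treated cells and 100% = JAK inhibitor I control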
PGE2 EP2 inh: EP2 receptor (human) inhibition | hit rate 0.52% among 260,000 | C6 glioma cells expressing human EP2, cAMP TR-FRET; cells stimulated with saturating PGE2 | AID 1422 | inhibition, % at 25 µM | P43116;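 active = percent inhibition above 40 after rounding to a whole number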;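 note: rat C6 glioma host cells with rolipram phosphodiesterase inhibitor present; the protocol text gives 20 µM as final concentration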
Target sequence (P43116 whole entry, looked up): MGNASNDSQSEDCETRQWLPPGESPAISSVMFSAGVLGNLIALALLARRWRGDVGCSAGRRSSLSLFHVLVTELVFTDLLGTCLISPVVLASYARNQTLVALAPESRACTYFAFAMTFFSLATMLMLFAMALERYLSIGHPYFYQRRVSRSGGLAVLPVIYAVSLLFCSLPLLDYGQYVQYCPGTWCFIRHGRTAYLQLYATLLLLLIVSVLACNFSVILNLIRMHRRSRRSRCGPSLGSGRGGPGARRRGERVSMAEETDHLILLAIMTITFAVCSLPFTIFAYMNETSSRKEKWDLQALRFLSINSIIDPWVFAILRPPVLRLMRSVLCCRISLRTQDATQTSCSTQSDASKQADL
p47phox inh: p47phox (human) inhibition; P14598; AID 1274; inhibition, % at 24.7 µM; hit rate 0.53% among 220,000; p47phox/p22phox peptide binding, fluorescence polarization, 2 h;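 active = inhibition above about 30%, limit read from the data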;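 note: 0% = p47phox with labelled peptide and 100% = labelled peptide alone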
Target sequence (P14598 whole entry, looked up): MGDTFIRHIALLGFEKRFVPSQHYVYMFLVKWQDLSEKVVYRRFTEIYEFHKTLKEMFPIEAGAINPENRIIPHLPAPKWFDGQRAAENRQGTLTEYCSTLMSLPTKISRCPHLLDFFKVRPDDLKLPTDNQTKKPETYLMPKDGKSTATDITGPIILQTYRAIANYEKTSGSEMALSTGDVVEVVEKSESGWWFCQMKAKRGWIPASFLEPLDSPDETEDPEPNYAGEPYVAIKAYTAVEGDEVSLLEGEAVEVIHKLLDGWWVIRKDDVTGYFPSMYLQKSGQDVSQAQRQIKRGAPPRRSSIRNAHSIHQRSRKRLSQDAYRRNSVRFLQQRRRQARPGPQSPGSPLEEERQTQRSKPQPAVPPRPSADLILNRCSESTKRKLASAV
PPC-1+TRAIL kill: PPC-1 cancer cell killing with TRAIL present. PPC-1 cells + TRAIL, ATPLite viability luminescence. AID 1443. cell killing (% activity), % at 4 µM. hit rate 0.41% among 220,000;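 active = cell killing above 50% in the first pass at 4 µM, then a duplicate retest at 5 µM averaging 50% or more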;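 note: plate controls were cells with TRAIL plus DMSO for no effect and medium-only wells lacking cells for full effect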
Furin inh: human furin inhibition; hit rate 0.061% among 220,000; purified furin, fluorogenic substrate cleavage; P09958; AID 463115; inhibition, % at 30 µM; in the data active = inhibition above about 25%; note: inactives centre near -15
* hit, by the source's call; . = no result given; ! = not confirmed by another sample; [ ] = dose if it differs, or a comment. Not all compounds are listed; the hit share may differ from the screen's.

1	COc1cc(C(=S)N2CCOCC2)cc(OC)c1OC(=O)c1cc([N+](=O)[O-])c(C)c([N+](=O)[O-])c1
2	CC(C)(C)N(CC#CCC(O)(c1ccccc1)c1ccccc1)CCO
3	Fc1cccc(Nc2ncnc3[nH]ncc23)c1
4	C/C(=N/OC(=O)c1ccc(F)cc1)c1ccc(C)cc1
5	O=C1CCCN1CCC1CCN(C2CC(=O)N(c3ccc(Cl)cc3)C2=O)CC1 (stereo unspecified)
6	COC(=O)N/N=C/c1cn(Cc2ccccc2F)c2ccccc12

Compound,1,2,3,4,5,6
Tb hexokinase,-11,9,2,7,4,-8
RBBP9 inhibitor,-4,-7,-1,-5,-1,-1
p97 inhibitor,-3,-8,6,-6,2,3
BaF3 tox,5,1,7,7,3,-5
Ba/F3 V617F tox,5,2,1,2,-2,1
PGE2 EP2 inh,23,3,8,10,12,8
p47phox inh,-5,-5,-14,-4,-7,-6
PPC-1+TRAIL kill,-6,7,30,15,4,-15
Furin inh,-14,-31,-20,-16,-24[20 µM],-20

7	CCOC(=O)CNC(=O)CSc1ncnc2c1cnn2-c1ccccc1
8	COc1ccc(CNC(=O)CCSc2nc(-c3ccc4c(c3)OCO4)cc(C(F)(F)F)n2)cc1
9	Cc1ccc(/C=N/Nc2ncc(Cl)cc2Cl)s1
10	COC(=O)CCSCC(=O)Nc1cc(C)on1
11	Cc1ccc(-n2c(SCc3nnc4n3CCC4)nnc2-c2ccccc2)cc1
12	COCCNCc1nc2sc(C)c(-c3ccccc3)c2c(=O)[nH]1

Compound,7,8,9,10,11,12
Tb hexokinase,-5,-3,-1,9,-5,-7
RBBP9 inhibitor,0,6,-4,-2,-1,-5
p97 inhibitor,3,4,3,-1,1,5
BaF3 tox,4,2,7,1,-2,2
Ba/F3 V617F tox,-4,0,-1,-3,-4,-3
PGE2 EP2 inh,.,13,3,13,16,7
p47phox inh,-13,-6,-13,-1,-10,-10
PPC-1+TRAIL kill,-21,23,19,1,9,1
Furin inh,-19[20 µM],-23[20 µM],-12[20 µM],-11,-23,-8

13	CC(OC(=O)C1=NNC(=O)CC1)C(=O)Nc1ncc(Cl)cc1Cl (stereo unspecified)
14	COc1ccc(CN(C(=O)c2oc3ccccc3c2C)C2CCS(=O)(=O)C2)cc1 (stereo unspecified)
15	COc1ccc(C(C(=O)NC(C)C)N(C(=O)CCC(=O)Nc2nccs2)c2ccccc2F)cc1 (stereo unspecified)
16	CCN1CCN(C(=O)CCc2ccc(S(=O)(=O)NCCc3ccccc3)cc2)CC1
17	COc1cccc(C(=O)N(Cc2ccc3c(c2)OCO3)Cc2nc3ccccc3c(=O)[nH]2)c1
18	CN(C)c1ccc(C=C2C(=O)OC3(CCCC3)OC2=O)cc1

Compound,13,14,15,16,17,18
Tb hexokinase,-2,-7,-4,3,-3,-24
RBBP9 inhibitor,-2,2,-4,-1,0,-9
p97 inhibitor,2,1,3,-2,6,5
BaF3 tox,81*,8,2,0,0,2
Ba/F3 V617F tox,1,2,-2,-2,-5,-4
PGE2 EP2 inh,4,14,8,16,12,42*!
p47phox inh,-3,1,-4,5,7,-103
PPC-1+TRAIL kill,15,11,3,3,-2,1
Furin inh,-7,-14[20 µM],-33,-22[20 µM],-10,-17

19	CCCCCC(=O)Nc1ccc2oc(-c3cccnc3)nc2c1
20	O=[N+]([O-])c1nn(-c2ccc3c(c2)OCCO3)n(O)c1=Nc1ccccc1
21	CC(OC(=O)CNC(=O)c1ccc2c(c1)OCO2)C(=O)NCCC1=CCCCC1 (stereo unspecified)
22	CCN/C=C(\C#N)S(=O)(=O)c1ccc(Br)cc1
23	Cc1ccsc1/C=C(/C#N)C(=O)NCc1ccccc1
24	COc1cc(C)ccc1OCCOCCOc1ccccc1Br

Compound,19,20,21,22,23,24
Tb hexokinase,2,14,0,-6,-7,2
RBBP9 inhibitor,-6,1,3,0,-10,-9
p97 inhibitor,0,2,6,3,3,-3
BaF3 tox,-2,9,-1,-3,5,4
Ba/F3 V617F tox,-3,2,-5,2,0,-1
PGE2 EP2 inh,5,3,10,3,6,.
p47phox inh,-15,-3,1,-15,-19,-15
PPC-1+TRAIL kill,3,20,13,6,9,-19
Furin inh,-13[20 µM],5,-23,-14,-23,-15[20 µM]

In the list so far, 2 contain a nitro group on carbon.
1	COc1cc(C(=S)N2CCOCC2)cc(OC)c1OC(=O)c1cc([N+](=O)[O-])c(C)c([N+](=O)[O-])c1
20	O=[N+]([O-])c1nn(-c2ccc3c(c2)OCCO3)n(O)c1=Nc1ccccc1

Compound,1,20
Tb hexokinase,-11,14
RBBP9 inhibitor,-4,1
p97 inhibitor,-3,2
BaF3 tox,5,9
Ba/F3 V617F tox,5,2
PGE2 EP2 inh,23,3
p47phox inh,-5,-3
PPC-1+TRAIL kill,-6,20
Furin inh,-14,5

Continued:
25	COc1ccc(COc2ccsc2C(=O)Nc2ccc(Cl)c(Cl)c2)cc1
26	COC(=O)NCC(c1ccco1)N1CCN(c2ccc(OC)cc2)CC1 (stereo unspecified)
27	CCN(CC(=O)N1CCCCCC1)S(=O)(=O)c1ccc(Cl)cc1
28	Cc1cccc(NC(=S)N=Nc2c(O)n(C)c3ccc(S(=O)(=O)N4CCOCC4)cc23)c1
29	COc1ccc(NC(=S)N2N=CCC2c2ccccc2)cc1 (stereo unspecified)

Compound,25,26,27,28,29
Tb hexokinase,-6,2,6,-15,-1
RBBP9 inhibitor,-9,-4,0,-6,-1
p97 inhibitor,1,1,-1,5,-2
BaF3 tox,0,4,2,0,8
Ba/F3 V617F tox,-3,-2,-2,-7,0
PGE2 EP2 inh,9,6,11,5,3
p47phox inh,-12,-11,-8,-4,-9
PPC-1+TRAIL kill,-1,5,-19,23,29
Furin inh,-26[20 µM],-22,-13[20 µM],-26,-27[20 µM]

From no. 22 up to 26, copied from above:
22	CCN/C=C(\C#N)S(=O)(=O)c1ccc(Br)cc1
23	Cc1ccsc1/C=C(/C#N)C(=O)NCc1ccccc1
24	COc1cc(C)ccc1OCCOCCOc1ccccc1Br
25	COc1ccc(COc2ccsc2C(=O)Nc2ccc(Cl)c(Cl)c2)cc1
26	COC(=O)NCC(c1ccco1)N1CCN(c2ccc(OC)cc2)CC1 (stereo unspecified)

Compound,22,23,24,25,26
Tb hexokinase,-6,-7,2,-6,2
RBBP9 inhibitor,0,-10,-9,-9,-4
p97 inhibitor,3,3,-3,1,1
BaF3 tox,-3,5,4,0,4
Ba/F3 V617F tox,2,0,-1,-3,-2
PGE2 EP2 inh,3,6,.,9,6
p47phox inh,-15,-19,-15,-12,-11
PPC-1+TRAIL kill,6,9,-19,-1,5
Furin inh,-14,-23,-15[20 µM],-26[20 µM],-22

Some values from above.
cpd 28 | p97 inhibitor = 5
cpd 29 | Ba/F3 V617F tox = 0
cpd 25 | RBBP9 inhibitor = -9
